GSIS activator: GLuc luminescence reporter in INS-1E cells, primary screen for activators of glucose-dependent secretion of insulin; INS-1E GLuc reporter insulin secretion, 2-3 h; activation, % at 16.6 µM; 370,000 tested, 0.61% active;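 active means lowest replicate activation of at least 40%, so every replicate reaches that level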;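 further: 0% = median of neutral control wells and 100% = median of IBMX positive control wells; some compounds called inactive have numbers as strong as hits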
DENV2 CPE: inhibitors of DENV2 cytopathic effect, primary screen, cell-based, plate reader, single concentration; DENV2-infected cells, cytopathic effect rescue; CPE inhibition, % at 9.99 µM; 350,000 tested, 1.7% active; AID 651640, 2012; in the data active means CPE inhibition above about 20%, passing the limit was not always enough; inconclusive means no clear call, values can overlap the other calls; tested in BHK-21 cells;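 further: 0% = median of neutral control wells and 100% = median of positive control wells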
EWS-Fli inh: EWS/Fli-driven NR0B1 reporter inhibitors, primary screen, A673 cells, NR0B1 luciferase, luminescence, MLPCN library. viability-normalised. inhibition, % at 12.6 µM. 350,000 tested, 0.67% active;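 active means mean inhibition of at least 50% after viability correction, with every replicate also passing that limit; inconclusive means mean reaches 50% but only one of two replicates passes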;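 further: firefly luciferase signal divided by Alamar Blue viability fluorescence both relative to DMSO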
F508del corr: F508del CFTR correction, initial screen, CFBE line, single point; AID 720511, 2013; CFBE cells, YFP halide quenching; stimulated with forskolin plus potentiator P3; % fluorescence drop versus neutral controls; 350,000 tested, 0.36% active; activity (quench increase), % at 7.58 µM;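 active means mean added fluorescence quench of at least 8% versus neutral control, with both replicates also reaching 8%; inconclusive means only one of the mean or replicate conditions met; inactive means mean below 8% and not both replicates reaching 8%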;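 further: cells transiently co-express mutant CFTR-F508del with the halide-sensitive YFP; corrector assay measuring rescue of mutant channel to the surface after 24 h compound exposure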
PAX8 inh HTS: inhibitors of PAX8-driven TPO luciferase reporter, primary screen, RMG-I cells, single concentration; SteadyGlo, 24 h; inhibition, % at 12.6 µM; 360,000 tested, 1.2% active; AID 652154, 2013;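 active means mean replicate inhibition at least 60% with every replicate also reaching 60%; inconclusive means only one of the two criteria is met; inactive means mean below 60% and not all replicates reaching 60%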;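 further: luciferase light reporting Pax8 driven TPO promoter activity; plate controls were median of neutral control wells for no effect and mitoxantrone controls for full effect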
Xi reactivation: activators of inactive X chromosome reactivation, primary screen, imaging, XiGFP fibroblasts, GFP high-content imaging, set 2. XiGFP mouse fibroblasts, % GFP-positive cells imaging, 3 d; cells co-treated with 5-aza-dC sensitizer; scaled so ellipticine positive control = 100%. activation, % at 7.58 µM. 360,000 tested, 0.055% active;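 active means mean normalized replicate activation at least 10% and every replicate at or above 10%; inconclusive means only one of the two criteria met; inactive means mean below 10% and not all replicates reach 10%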;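 further: 0% = median of on-plate neutral control wells and 100% = ellipticine 6 µM median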
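assay system = SV40-immortalized XiGFP fibroblast cells, line 68-5-11 | buffer or medium = DMEM plus 5-aza-dC sensitizer | doses = single-point pinned compound dosing | times = 3-day compound exposure, then 15 min fixation at room temperature | benchmarks = positive control ellipticine, 6 µM final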
ARNT TACC3 PPI: disruptors of ARNT/TACC3 protein interaction, primary screen, biochemical, AlphaScreen, single concentration | Transforming acidic coiled-coil-containing protein 3 (Homo sapiens), Q9Y6A5 | AlphaScreen His-ARNT PAS-B/GST-TACC3 binding, luminescence; TACC3 fragment carries E629A point mutation | inhibition, % at 9.99 µM | 390,000 tested, 0.66% active;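 active means mean inhibition of replicates at least 50% and at least half of replicates each reaching 50%; inconclusive means half or more replicates reach 50% but mean below 50%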;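 further: 0% = complete ARNT plus TACC3 wells and 100% = ARNT alone without TACC3; many hits fall short of the cut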
ERp5 inh: inhibitors of ERp5-driven insulin aggregation, primary screen, biochemical, turbidity, absorbance 650 nm, single point. Protein disulfide-isomerase A6 (Homo sapiens), Q15084. 90 min. inhibition, % at 9.99 µM. 350,000 tested, 0.05% active. AID 651711, 2012;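 active means mean replicate inhibition above about 25%, with every replicate also reaching it, limit read from the data, passing the limit was not always enough; inconclusive means only one of those two criteria met; inactive means neither criterion met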
Target sequence (Q15084 whole entry, looked up): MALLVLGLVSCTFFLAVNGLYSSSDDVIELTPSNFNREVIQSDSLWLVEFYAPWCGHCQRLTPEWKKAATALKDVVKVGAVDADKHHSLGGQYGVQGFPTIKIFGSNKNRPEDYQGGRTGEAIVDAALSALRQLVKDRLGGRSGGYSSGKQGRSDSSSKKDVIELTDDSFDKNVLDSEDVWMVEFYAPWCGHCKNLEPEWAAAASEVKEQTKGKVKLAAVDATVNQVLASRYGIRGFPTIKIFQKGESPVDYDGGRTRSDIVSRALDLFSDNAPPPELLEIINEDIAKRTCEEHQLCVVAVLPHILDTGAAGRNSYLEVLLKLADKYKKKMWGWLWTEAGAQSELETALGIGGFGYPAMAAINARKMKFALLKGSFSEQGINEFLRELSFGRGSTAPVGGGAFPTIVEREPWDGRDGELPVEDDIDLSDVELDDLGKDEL
Starred values were filed as active, the others as inactive; ? = inconclusive; . = no result given; & = joins results of further samples.

SMILES	GSIS activator	DENV2 CPE	EWS-Fli inh	F508del corr	PAX8 inh HTS	Xi reactivation	ARNT TACC3 PPI	ERp5 inh
Nc1ccc(Cl)c(S(=O)(=O)Nc2ccccc2Cl)c1	-2	11	-5	-1.2	16	0.0	9	3
Cc1ccc(S(=O)(=O)NC(C)C(c2cccs2)N2CCOCC2)cc1 (stereo not drawn)	-2	?	0	-4.6	0	0.0	-2	-2
O=C(Nc1ccc(F)cc1)N[C@@H]1CC[C@H](CC(=O)N2CCCCC2)O[C@@H]1CO	2	-1	-1	-4.0	-14	-0.1	.	-7
Cc1ccc(C)c(N2CCN(C(=O)CCc3nc(-c4ccccc4F)no3)CC2)c1	7	-4	-13	-2.8	-18	0.0	-1	8
CCCCCC(=O)N1C[C@H](n2cc(-c3ccc(F)cc3)nn2)[C@@H](O)C[C@@H]1c1ccc(Cl)cc1	-11	0	9	-5.6	82*	0.0	.	0
O=C(O)/C=C/C(=O)c1c(-c2ccccc2)[nH]c2ccccc12	-19	?	21	-4.8	56	0.1	-4	1
Cc1ccc(-n2c(Cn3c(C)nc4ccccc43)n[nH]c2=S)cc1	6	-1	1	-0.6	7	0.0	-9	3
Cc1nnc(C)n1/N=C/c1cccc([N+](=O)[O-])c1	7	8	-5	-0.1	-4	0.0	.	-5
O=C(COc1ccc(-n2cnnn2)cc1)Nc1ccc(F)c(F)c1	0	1	3	7.1	10	0.0	-2	2
CCn1cc(C(=O)N2CCN(c3ccccc3)CC2)c(=O)c2cc(S(=O)(=O)N3CCOCC3)ccc21	35	6	3	2.8	14	0.4	0	-3
COc1ccc(C(=O)N2CCN(C3CCCCC3)CC2)c(OC)c1	.	-5	3	0.0	.	.	3	1
CCCS(=O)(=O)n1nc(-c2ccc(OC)cc2OC)cc1N	2	-3	-12	-0.8	-9	0.0	3	-6
O=C(Nc1ccc(NC(=O)C2CC2)nc1)c1ccccc1F	6	12	-49	0.8	-53	-0.1	0	2
CN(C)Cc1c(O)ccc2ccccc12	-3	-4	-6	-0.3	18	-0.1	-3	0
COc1ncc(C2=CC(=O)CC(C)(C)C2)cn1	4	31*	-11	0.0	-6	-0.1	-1	0
COc1ccc(S(=O)(=O)N(C)C[C@@H]2OCCCC[C@H](C)Oc3ccc(NC(=O)Nc4ccc(C(F)(F)F)cc4)cc3C(=O)N([C@H](C)CO)C[C@@H]2C)cc1	-7	18	8	-1.9	44	-0.2	-22	8
Cc1ccc(S(=O)(=O)N2C[C@@H]3[C@H]4CC[C@H](C4)[C@@H]3[C@@H](C)[C@@H]2C2CCCCC2=O)cc1 (stereo partly drawn)	-24	-7	-3	-0.4	-10	-0.1	0	-1
O=C(CCc1ccccc1)c1c(O)cc(O)cc1O	-20	?	1	-3.3	.	.	1	5
CC1C(=O)N(Cc2ccc(F)cc2)c2ccccc2N1C(=O)c1c(F)cccc1F (stereo not drawn)	-14	?	13	1.9	18	0.3	-4	6
COc1ccc(NC(=O)Nc2ccc3c(c2)C(=O)N([C@H](C)CO)C[C@H](C)[C@H](CN(C)Cc2ccc(Cl)c(Cl)c2)OCCCC[C@@H](C)O3)cc1	2	15	-9	3.5	15	0.0	-5	-1
COCC#Cc1cnc2c(c1)C(=O)N([C@H](C)CO)C[C@@H](C)[C@H](CN(C)C(=O)CN1CCOCC1)O2	20	6	0	-2.4	-3	-1.2	0	1
C[C@@H]1CCCCO[C@@H](CN(C)Cc2ccc(C(F)(F)F)cc2)[C@H](C)CN([C@H](C)CO)C(=O)c2cc(NC(=O)Nc3ccc4c(c3)OCO4)ccc2O1	-13	12	26	0.8	71*	0.1	0	-1
Cc1ccc(COc2ccc(-c3nnco3)cc2)cc1	13	-8	-89	-4.0	-147	0.0	-3	1
O=C(Cc1ccccc1)N1CCc2[nH]nc(-c3ccccc3)c2C1	24	6	-8	3.0	0	0.4	-8	-1
COCC#Cc1cnc2c(c1)C(=O)N([C@@H](C)CO)C[C@H](C)[C@H](CN(C)Cc1ccccc1)O2	-2	-9	5	0.6	.	0.1	0	-2

Continuation:
SMILES	GSIS activator	DENV2 CPE	EWS-Fli inh	F508del corr	PAX8 inh HTS	Xi reactivation	ARNT TACC3 PPI	ERp5 inh
COc1ccc2c3c(n(C)c2c1)[C@@H](CO)NCC31CCN(S(=O)(=O)c2ccc(C)cc2)CC1	-19	-5	-11	-2.2	.	0.5	.	.
O=C(C[C@@H]1C[C@H]2c3cc(NS(=O)(=O)c4ccccc4)ccc3O[C@H]2[C@@H](CO)O1)NC1CCCCC1	-18	-2	1	-3.9	3	0.0	-1	-3
CCNC(=S)N(CCc1c(C)[nH]c2ccc(F)cc12)Cc1cccnc1	-5	6	-1	0.7	-3	0.0	5	4
COc1ccc(NS(=O)(=O)c2ccc3c(c2)CCC(=O)N3)c(OC)c1	14	-3	7	-1.8	.	.	-13	4
CN(Cc1ccccc1F)c1nc(-c2cccnc2)nc2ccccc12	-62	7	11	4.3	22	0.2	.	-5
CCOc1ccc(C2/C(=C(\O)c3ccc4c(c3)OCCO4)C(=O)C(=O)N2Cc2cccnc2)cc1OCC (stereo not drawn)	14	-2	.	-1.1	6	0.1	-2	1
O=C(CCCN1CCC(C(O)c2ccc(F)cc2)CC1)c1ccc(F)cc1 (stereo not drawn)	3	7	-5	-4.3	11	0.0	.	-2
COc1ccc(Cl)cc1NC(=O)c1cnc2n(c1=O)CCS2	.	-7	1	2.4	0	0.0	-5	0
COc1ccc(NC(=O)c2csc3c2CCCC3)cc1	0	-3	-107	-2.4	.	.	-5	0
CC1(C)CC(=O)C2=C(C1)N(c1ccccc1)C(=O)C(C(=O)OCc1ccccc1)C2 (stereo not drawn)	-1	-1	-2	-0.1	2	0.2	1	-2
Cc1cc(C)n(-c2ccc(C(C)C)cc2)c(=O)c1C#N	0	8	-2	.	-1	0.1	4	8
COc1ccc2c(c1)c1nc(SCC(C)C)n(CCO)c(=O)c1n2C	2	2	3	2.7	13	0.0	-5	2
COc1ccc(C2=NOC(Cn3nc(-c4ccccc4)cc3C(=O)O)C2)cc1 (stereo not drawn)	-8	-1	-5	-2.0	5	0.0	0	-1
O=C(COC(=O)COc1ccc2c(c1)CCC2)Nc1ccccc1	5	?	-29	1.7	-36	0.0	-6	-3
CN(CC1CCCO1)S(=O)(=O)c1ccc(C(=O)Nc2ccc(F)cc2)cc1 (stereo not drawn)	2	1	.	-3.1	20	0.0	-7	3
O=C(CSc1ccc2nnc(-c3cccnc3)n2n1)Nc1cccc(F)c1	-8	?	.	3.3	5	0.0	7	2
O=C(C[C@H]1C=C[C@@H](NC(=O)c2ccncc2)[C@@H](CO)O1)NCCc1ccncc1	13	18	-1	-0.8	.	0.1	-6	-3
C[C@@H]1CCCCO[C@H](CN(C)C(=O)c2ccccc2)[C@@H](C)CN([C@@H](C)CO)C(=O)c2cc(NC(=O)c3ccncc3)ccc2O1	-2	1	-6	-1.0	13	0.1	9	4
CCN1CCN(CCNC(=O)c2ccc(CS(=O)c3ccc(Br)cc3)o2)CC1 (stereo not drawn)	12	-4	6	0.8	4	0.0	-3	1
CCc1ccc(N(CC(=O)NCCc2ccccc2)C(=O)CCC(=O)Nc2ccccn2)cc1	-14	-1	6	-1.9	6	0.2	.	1
O=S(=O)(CCNCCc1ccccc1)NCc1ccccc1	8	5	-6	1.8	-20	0.0	-10	-1
COc1ccc(Cc2n[nH]c(=S)n2-c2cc(C)ccc2C)cc1OC	-3	96*	-16	0.9	-7	0.2	.	-3
O=[N+]([O-])c1ccc2ncnc(Nc3ccc4c(c3)OCCO4)c2c1	8	-2	-13	-4.1	-20	0.1	-10	-2
C[C@@H]1CN([C@H](C)CO)C(=O)c2cc(C3=CCCC3)cnc2O[C@H]1CN(C)Cc1cccc(F)c1	-16	7	16	2.3	-6	-0.7	17	0
CNC(=O)Cn1c(C)cc(=O)c2cccc(C)c21	-15	4	13	-0.1	4	0.0	.	-13

Later entries
SMILES	GSIS activator	DENV2 CPE	EWS-Fli inh	F508del corr	PAX8 inh HTS	Xi reactivation	ARNT TACC3 PPI	ERp5 inh
C[C@H](CO)N1C[C@H](C)[C@H](CN(C)C(=O)Cc2ccccc2)Oc2ncc(C#CCN(C)C)cc2C1=O	9	.	-10	-4.0	-13	-0.7	.	.
CN1C(=O)c2cc(NC(=O)Nc3ccc(F)cc3)ccc2OC[C@H]2O[C@@H](CC(=O)NC3CCC3)CC[C@H]21	-2	-3	-4	2.2	62*	0.3	-9	-1
COc1cc(-c2nc(C)c(C(C)=O)n2O)ccc1OCC(=O)Nc1ccc(F)cc1	-24	0	2	-0.1	-3	0.4	4	6
COc1ccccc1N1CCN(C(=O)C2CCCCN2S(=O)(=O)c2ccc(C)cc2)CC1 (stereo not drawn)	-7	3	3	-0.3	1	0.0	-2	-2
COc1cccc(-c2nnc(SCC(=O)Nc3cc(C)on3)n2C)c1	3	-2	12	1.0	.	.	0	-4
Cc1cccc(C2c3[nH]c4ccccc4c3CCN2C(=O)CN2CCOC2=O)n1 (stereo not drawn)	-2	-4	17	-2.6	25	0.0	1	1
C[C@@H]1CN([C@@H](C)CO)C(=O)CCCn2cc(nn2)CO[C@H]1CN(C)C(=O)CCCN(C)C	7&3	9&3	-5&-6	1.4&2.8	-6&-30	-0.1&0.0	-3	6&-5
COc1ccc(-c2cc(C3CCN(C(=O)OC(C)(C)C)CC3)[nH]n2)cc1	-13	-5	-3	1.7	13	0.0	5	-5
NS(=O)(=O)c1ccc(NC(=O)/C=C/c2ccco2)cc1	-3	-2	-15	3.5	-2	0.0	-4	?
CCOC(=O)C1CCCN(C(=O)CN2C(=O)COc3ccc(C(C)(C)C)cc32)C1 (stereo not drawn)	-11	-1	-6	1.6	.	.	5	0
O=C(NC1CCS(=O)(=O)C1)c1cccs1 (stereo not drawn)	9	2	4	0.4	4	0.0	-2	-3

Molecules from the list above that contain a thiophene ring, fused or not, in the order listed:
SMILES	GSIS activator	DENV2 CPE	EWS-Fli inh	F508del corr	PAX8 inh HTS	Xi reactivation	ARNT TACC3 PPI	ERp5 inh
Cc1ccc(S(=O)(=O)NC(C)C(c2cccs2)N2CCOCC2)cc1 (stereo not drawn)	-2	?	0	-4.6	0	0.0	-2	-2
COc1ccc(NC(=O)c2csc3c2CCCC3)cc1	0	-3	-107	-2.4	.	.	-5	0
O=C(NC1CCS(=O)(=O)C1)c1cccs1 (stereo not drawn)	9	2	4	0.4	4	0.0	-2	-3

Three entries from above, ordered by count of non-hydrogen atoms, lowest first.
SMILES	GSIS activator	DENV2 CPE	EWS-Fli inh	F508del corr	PAX8 inh HTS	Xi reactivation	ARNT TACC3 PPI	ERp5 inh
COc1ccc(-c2cc(C3CCN(C(=O)OC(C)(C)C)CC3)[nH]n2)cc1	-13	-5	-3	1.7	13	0.0	5	-5
CCOC(=O)C1CCCN(C(=O)CN2C(=O)COc3ccc(C(C)(C)C)cc32)C1 (stereo not drawn)	-11	-1	-6	1.6	.	.	5	0
CN1C(=O)c2cc(NC(=O)Nc3ccc(F)cc3)ccc2OC[C@H]2O[C@@H](CC(=O)NC3CCC3)CC[C@H]21	-2	-3	-4	2.2	62*	0.3	-9	-1

High-throughput results from PubChem BioAssay.

Rows are unselected (roughly 4.2% active in at least one column).
